Compound activity as filed in PubChem.
ARFGAP1 inh: inhibits rat ARF GTPase activating protein 1; AID 651572; Q62848; inhibition, % at 16.5 µM; Arfgap1-stimulated ARF1 GTP hydrolysis, GDP FP detection; 0.26% of 360,000 active;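 active = inhibition above a per-plate limit, mean inhibition of low control wells plus 3 SD, cut at about 25% in these data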;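 also: 0% = DMSO wells with enzyme and 100% = wells lacking Arfgap1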
Target sequence (Q62848 1-136 limits assumed): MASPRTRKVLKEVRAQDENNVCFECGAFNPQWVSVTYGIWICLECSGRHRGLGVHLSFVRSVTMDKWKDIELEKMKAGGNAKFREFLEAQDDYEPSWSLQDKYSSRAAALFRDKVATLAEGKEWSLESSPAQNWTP
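system = rat Arfgap1 catalytic domain, aa 1-136 | technique = FP, GDP Alexa 633 tracer displaced from anti-GDP antibody, 620/688 nm | compound = one concentration, 16.5 µM, DMSO 1.26% | medium = HEPES-based buffer, pH 7.5 | timing = compound-enzyme preincubation 20 min, reaction 120 min, detection 60 min, 25 °C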
Tn7 DDE FP: DD(E)-Tn7 binding inhibition, primary FP screen. FP displacement of FITC-Tn7 peptide from fibrin DD(E); 0% = median of compound wells per plate. AID 720508. P02675. 0.13% of 370,000 active. inhibition, % at 8.3 µM;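 active = inhibition above the mean of compounds falling within the control limits plus 3 SD of them, cut at about 14% in these data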;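 also: 0% = plate median of compound wells and 100% = 10 µM Aha-Tn7 peptide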
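Assay system: Fibrin-DD(E) protein isolated from polymerized human fibrin clots; read-out basis: percent inhibition; medium: Tris/NaCl/CaCl2 buffer, pH 7.8; signal: FP measurement; incubation: 10 min plus 3 h, room temperature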
proKLK7 act: activators of human kallikrein-7 zymogen | P49862 | purified proKLK7, EDANS-DABCYL substrate fluorescence; 100% is mature enzyme control, 0% vehicle | activation, % at 7 µM | 0.9% of 370,000 active;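 active = activation above the mean of all tested compounds plus 3 SD, computed per campaign excluding outliers beyond control limits, cut at about 13% in these data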
ASAP1 inh: blocks human ASAP1-stimulated Arf1 GTP hydrolysis; GDP FP detection; inhibition, % at 16.5 µM; 0.19% of 360,000 active; in the data active = inhibition above about 25%;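 also: 0% = vehicle with enzyme and substrate and 100% = no enzyme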
Target sequence (Q9ULH1 325-724 limits assumed): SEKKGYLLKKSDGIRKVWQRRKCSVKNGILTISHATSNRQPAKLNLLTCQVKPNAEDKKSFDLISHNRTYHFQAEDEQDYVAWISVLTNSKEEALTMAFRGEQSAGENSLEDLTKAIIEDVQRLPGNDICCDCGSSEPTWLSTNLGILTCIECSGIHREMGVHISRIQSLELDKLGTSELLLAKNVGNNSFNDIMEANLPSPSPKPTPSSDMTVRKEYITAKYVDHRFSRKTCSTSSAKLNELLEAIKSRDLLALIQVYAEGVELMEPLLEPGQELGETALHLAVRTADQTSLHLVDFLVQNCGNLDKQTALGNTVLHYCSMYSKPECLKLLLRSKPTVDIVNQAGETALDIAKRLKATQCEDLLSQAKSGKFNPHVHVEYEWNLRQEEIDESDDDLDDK
TDP2 inh: TDP2 (human) inhibition, absorbance primary screen; O95551; recombinant TDP2, T5PNP hydrolysis, p-nitrophenol absorbance 415 nm; inhibition, % at 12.8 µM; 0.34% of 370,000 active;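 active = inhibition above the mean of all tested compounds plus 3 SD, set per campaign, cut at about 25% in these data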;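 also: 0% = DMSO with enzyme and 100% = buffer with substrate but no TDP2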
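test system = human TDP2 enzyme | input = TDP2 enzyme at 120 nM final | medium = 50 mM Tris-HCl pH 7.5 with Mg2+, KCl, DTT, BSA | also added = T5PNP substrate, 5 mM | times = 2 h at 37 °C | technique = epi absorbance | benchmarks = high control without enzyme, low control DMSO plus TDP2 | replication = each compound tested once, singlicate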
Tn6 DDE FP: disrupts Tn6 cyclic peptide binding to fibrin D-Dimer-E complex; P02675; Fibrin DD(E) TRITC-Tn6 fluorescence polarization displacement; inhibition, % at 8.3 µM; 0.21% of 370,000 active;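 active = inhibition above a per-campaign cutoff: mean of compounds within control limits plus 3 SD, cut at about 15% in these data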;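 also: 0% = median of all compound wells on the plate and 100% = blocking peptide control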
ADAM17 inh: ADAM17 inhibition, QFRET primary screen; recombinant ADAM17, EDANS/DABCYL FRET peptide cleavage; inhibition, % at 6.95 µM; 0.83% of 370,000 active;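 active = inhibition above the mean of compounds lying between control limits plus 3 SD, set per campaign, cut at about 8.5% in these data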;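 also: 0% = DMSO-only wells as the low control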
LEDGF integ inh: blocks HIV-1 LEDGF/p75-dependent DNA integration. 0.64% of 370,000 active. inhibition, % at 3.7 µM. TR-FRET IN-LEDGF/p75 DNA integration, Eu/Cy5. AID 743269;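 active = inhibition above the screen-wide mean plus 3 SD, cut at about 13% in these data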;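 also: signal is the Cy5 over europium emission ratio at 671 and 618 nm; 0% = plate median of compound wells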
ADAM10 inh: inhibitors of human ADAM10 | 0.62% of 370,000 active | O14672 | inhibition, % at 7 µM | recombinant ADAM10, EDANS/DABCYL FRET peptide cleavage, 3 h;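 active = inhibition above a per-campaign cutoff equal to the mean of compounds falling between control-based bounds plus 3 SD, cut at about 20% in these data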;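 also: 0% = DMSO wells while the 100% control is not disclosed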
Target sequence (O14672 214-748 limits assumed): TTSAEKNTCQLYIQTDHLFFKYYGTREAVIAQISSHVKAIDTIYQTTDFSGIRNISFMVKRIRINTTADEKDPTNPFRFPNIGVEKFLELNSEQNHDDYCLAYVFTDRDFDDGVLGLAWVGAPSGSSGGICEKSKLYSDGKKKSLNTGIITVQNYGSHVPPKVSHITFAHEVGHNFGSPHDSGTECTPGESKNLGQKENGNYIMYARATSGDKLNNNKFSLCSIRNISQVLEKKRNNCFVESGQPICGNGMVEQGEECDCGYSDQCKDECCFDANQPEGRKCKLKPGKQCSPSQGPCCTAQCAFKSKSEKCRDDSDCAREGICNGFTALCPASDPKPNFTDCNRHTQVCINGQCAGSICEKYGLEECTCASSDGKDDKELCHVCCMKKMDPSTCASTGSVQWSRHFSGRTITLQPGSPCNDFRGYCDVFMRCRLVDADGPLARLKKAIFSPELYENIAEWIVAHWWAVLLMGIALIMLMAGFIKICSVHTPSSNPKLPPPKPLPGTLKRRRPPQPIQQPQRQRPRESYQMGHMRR
PLCg1 inh: PLC-gamma1 (human) inhibition, primary screen; 0.84% of 370,000 active; P19174; purified PLC-gamma1, fluorogenic substrate, fluorescence; inhibition, % at 12.2 µM; in the data active = inhibition above about 9.5%
Active calls of the source: *; i = inactive; . = no result given.

SMILES	ARFGAP1 inh	Tn7 DDE FP	proKLK7 act	ASAP1 inh	TDP2 inh	Tn6 DDE FP	ADAM17 inh	LEDGF integ inh	ADAM10 inh	PLCg1 inh
CCOC(=O)N1CCN(Cc2nc(N)nc(Nc3ccc(C)cc3)n2)CC1	-6.6	-1.6	-0.4	6.2	1.0	17.0*	-6.9	1.2	-5.1	0.0
Cn1c(SCC(=O)NCc2ccc3c(c2)OCO3)nc2scc(-c3cccs3)c2c1=O	-0.3	-8.8	-0.2	7.0	-1.0	0.1	-0.2	-2.4	-8.1	5.9
N#Cc1ccccc1NC(=O)C1CC(=O)N(c2ccc3c4c(cccc24)CC3)C1 (configuration not stated)	-2.2	-3.8	-0.2	3.7	-0.7	-1.7	-1.2	2.9	8.6	0.5
CCO[C@@H]1OC(C(=O)NCc2ccccc2)=C[C@H](c2ccccc2)[C@H]1CCCO	-2.0	6.8	0.1	2.1	4.1	-7.9	-2.5	-1.5	6.5	-0.7
N/C(=N/OCc1cccc([N+](=O)[O-])c1)c1nonc1N	1.0	3.1	-0.4	6.7	-13.3	0.9	-2.2	-7.3	-0.6	3.8
COc1ccc(-c2coc3c(C(=O)NCCN(C)C)cccc23)c(C)c1	0.3	0.2	0.5	2.4	-7.4	1.8	-1.2	3.1	-13.2	0.1
O=C(CSc1ccccc1Cl)c1ccco1	-5.7	-1.1	-0.7	7.5	-2.9	5.2	-1.3	-2.9	-18.4	0.3
Cn1c(CN2CCCC2)nc2cc(NC(=O)Nc3ccccc3)ccc21	15.5	1.4	-0.3	-3.9	2.1	4.2	-4.3	-0.5	-2.2	-8.0
CC1(C)S/C(=N/N=C/c2ccco2)NC1=O	-0.5	5.0	-1.0	11.4	4.1	-2.0	2.3	-0.9	14.0	5.4
CCOC(=O)[C@H]1[C@H]2COc3ccc(OC)cc3[C@H]2N2C(=O)CN(Cc3ccccc3)C(=O)[C@@]12C	-1.6	-3.0	0.5	-5.4	-12.6	1.6	0.3	-0.5	-4.8	-5.3
COc1ccc(NC(=O)C2(C)Cc3c(-c4ccc(C(N)=O)cc4)ccnc3O2)cn1 (configuration not stated)	-8.9	-4.0	0.0	5.0	8.3	3.5	-1.9	-3.9	-7.3	-2.0
Cc1ccc(NC(=S)NNC(=O)CSc2nc3ccccc3c(=O)n2-c2ccc(C)cc2)cc1	-7.2	1.2	0.3	1.6	3.5	-3.8	5.1	1.6	5.9	1.6

As a short view, 3 of the compounds above:
SMILES	ARFGAP1 inh	Tn7 DDE FP	proKLK7 act	ASAP1 inh	TDP2 inh	Tn6 DDE FP	ADAM17 inh	LEDGF integ inh	ADAM10 inh	PLCg1 inh
CCOC(=O)[C@H]1[C@H]2COc3ccc(OC)cc3[C@H]2N2C(=O)CN(Cc3ccccc3)C(=O)[C@@]12C	-1.6	-3.0	0.5	-5.4	-12.6	1.6	0.3	-0.5	-4.8	-5.3
COc1ccc(NC(=O)C2(C)Cc3c(-c4ccc(C(N)=O)cc4)ccnc3O2)cn1 (configuration not stated)	-8.9	-4.0	0.0	5.0	8.3	3.5	-1.9	-3.9	-7.3	-2.0
Cc1ccc(NC(=S)NNC(=O)CSc2nc3ccccc3c(=O)n2-c2ccc(C)cc2)cc1	-7.2	1.2	0.3	1.6	3.5	-3.8	5.1	1.6	5.9	1.6

Next entries:
SMILES	ARFGAP1 inh	Tn7 DDE FP	proKLK7 act	ASAP1 inh	TDP2 inh	Tn6 DDE FP	ADAM17 inh	LEDGF integ inh	ADAM10 inh	PLCg1 inh
CCOc1ccc(/C=N/NC(=O)c2nnn(-c3nonc3N)c2COc2ccc(F)cc2)cc1	2.7	-6.0	-0.7	-1.1	12.1	5.4	-5.8	-4.7	-4.2	-2.6
CCCc1cc(=O)[nH]c(SCC(=O)Nc2ccc(S(=O)(=O)N3CCCC3)cc2)n1	2.4	1.5	-0.4	-1.0	-0.2	-2.0	-0.8	3.6	4.5	0.6
CCOc1ccccc1Nc1nc(N2CCCC2)nc(N2CCOCC2)n1	7.2	6.0	0.0	-2.0	-5.2	8.7	3.2	-2.8	-5.6	-3.0
COc1ccc(C(=O)N/N=C\C(C)=C\c2ccccc2)cc1OC	2.3	2.7	1.1	16.5	1.4	-2.8	-0.3	-1.1	2.5	2.5
O=C(NCc1ccco1)c1cccc(C(F)(F)F)c1	-4.4	-5.8	0.6	0.2	-1.3	-0.9	3.7	6.8	9.2	2.4
COc1cccc(Nc2nc(-c3sc(C)nc3C)cs2)c1	-3.3	4.6	-0.8	1.2	-1.8	-0.3	0.2	-0.5	1.0	-7.7
CCc1ccc(N2CC(C(=O)Nc3cc(C)on3)CC2=O)cc1 (configuration not stated)	7.0	-0.7	0.5	0.2	12.4	-0.2	-0.1	-0.9	-0.2	-0.5
COCC(C)N=CC1=C(O)CC(C)(C)CC1=O (configuration not stated)	4.9	1.5	0.0	4.8	-1.3	3.2	-2.7	-4.1	-7.7	-1.4
Cc1cc(C)c(C)c(S(=O)(=O)NC2CCN(Cc3ccccc3)CC2)c1C	-0.6	-2.6	-0.2	0.7	2.5	4.2	3.7	1.9	-1.1	1.1
CCOC(=O)Cc1csc(NC(=O)CN2CCOCC2)n1	-1.1	9.8	-0.5	10.8	-4.3	-5.0	-1.6	0.0	7.9	2.9
CS(=O)(=O)N(CCc1ccccc1)CC(=O)NCc1ccccc1	8.0	-5.6	0.2	-6.5	2.4	-7.5	0.4	-0.2	-3.0	0.5
Cc1noc(C)c1NC(=O)Nc1ccc2c(c1)C(=O)N([C@H](C)CO)C[C@H](C)[C@H](CN(C)C)O2	7.6	-1.8	-0.1	0.9	5.4	-2.1	-7.6	-0.2	0.2	-4.4
O=S(=O)(c1cccc2cccnc12)N1CCN(Cc2ccc3c(c2)OCO3)CC1	-3.1	2.4	0.2	-2.7	-13.1	-1.8	6.5	1.6	7.0	5.9
COc1ccccc1NS(=O)(=O)c1cc(NC(=O)CCNC(C)=O)ccc1N1CCCCC1	7.0	-4.0	0.4	5.8	3.5	-4.2	-2.2	2.7	8.8	0.8
CSc1ccc(S(=O)(=O)NCC(=O)OC(C)C(=O)NCc2ccccc2)cc1[N+](=O)[O-] (configuration not stated)	7.6	0.2	0.1	-2.0	9.8	4.8	-0.4	0.3	-9.5	2.5
COc1ccc2c(c1)[C@H]1[C@H](CO2)[C@H](c2ccccc2)[C@]2(C)C(=O)Nc3ccc(F)cc3C(=O)N12	-2.3	-5.3	-1.4	2.8	9.0	-6.5	5.9	-1.0	16.9	0.4
CCNc1ccc(C2(O)C(=O)c3ccccc3C2=O)cc1	2.8	1.0	1.0	2.4	-15.9	2.6	-4.2	-3.1	0.2	3.1
Cc1cc(C)n(/N=C/c2cc([N+](=O)[O-])ccc2O)c(=O)c1	-3.3	-2.2	-0.2	5.8	-3.1	5.4	0.6	-3.0	-15.6	0.3
Cc1ccc(N2CCN(C(=S)c3ccc(-c4ccccc4[N+](=O)[O-])o3)CC2)cc1	6.2	-1.4	0.1	-2.6	-10.9	2.1	0.5	3.0	-7.2	-14.5
COc1cc(OC)cc(C(=O)N[C@H](C(=O)OCn2nnc3ccccc3c2=O)C(C)C)c1	7.1	-0.9	0.5	9.0	-7.9	6.7	-1.2	-11.1	-4.8	1.1
CCCc1cc(C(=O)N2CCCC(C(=O)c3cccc4ccccc34)C2)n(C)n1 (configuration not stated)	-4.9	-3.2	0.1	9.1	-11.2	7.8	0.7	-2.9	8.9	3.0
CN(CC(=O)Nc1ccccc1C(F)(F)F)C(=O)CSCc1ccccc1	-6.2	1.2	-0.1	4.2	3.8	1.2	1.5	-0.8	2.8	1.9
O=C1C(=O)N(CCO)C(c2ccccc2)/C1=C(\O)c1ccccc1 (configuration not stated)	1.9	1.0	0.6	-11.7	-1.4	1.8	1.2	4.5	-0.1	3.7
COc1ccc(CN(C)CC(=O)Nc2ccc(SC(F)F)cc2)cc1OC	-9.9	3.3	0.4	-3.1	10.8	13.1	1.8	1.7	-1.6	-0.6
Cc1ccc(C(=O)N/N=C/c2ccc(S(=O)(=O)O)o2)c(Cl)c1	-5.1	8.2	0.0	-1.8	-6.0	2.7	-0.9	0.6	3.8	0.5
CC(=O)c1cc2c(cc1NC(=O)C1CN(C(C)=O)c3ccccc3O1)OCO2 (configuration not stated)	-5.7	1.0	0.8	-0.6	-4.5	1.4	-12.5	-1.4	-38.5	-10.1
C/C(O)=C(/C#N)c1nc2ccccc2[nH]1	2.2	-5.8	0.3	1.4	-14.0	-4.8	1.5	-0.4	3.3	1.9
CCOc1ccc(OCc2ccc(C(=O)N3CCc4ccccc4C3)o2)cc1	1.2	-12.2	0.7	1.4	-13.4	4.3	3.3	1.6	2.8	-0.2
CCCN(CC(=O)Nc1ccc(Cl)cc1Cl)C(=O)/C=C/c1ccco1	15.0	2.9	-0.6	7.8	11.7	4.6	-0.6	0.0	3.8	0.3
Cc1ccnc(NC(=S)N2CC3CN(c4cccc(C(F)(F)F)c4)CC3C2)c1 (configuration not stated)	.	-4.6	.	.	-2.1	-3.6	3.1	10.7	10.8	1.1
COc1ccc(NC(=O)CN(C)C(=O)Cc2c[nH]c3ccccc23)cc1	1.9	-3.8	-0.1	-5.5	9.3	-0.4	-7.5	2.9	-8.0	2.2
Cc1ccc2n(n1)c(=O)c(Cc1ccccc1)c([O-])[n+]2-c1ccccc1	9.3	1.7	-0.3	-5.3	-2.8	6.4	-9.8	1.5	-19.5	-49.6
CCOC(=O)C1=C(C)N(C)C(=O)C1CC(=O)O (configuration not stated)	0.1	-1.0	0.3	2.5	-3.7	2.5	-1.6	-0.5	-7.4	0.4
Cc1cccc2cc(CN(Cc3nnnn3C3CCCCC3)C3CCCC3)c3nnnn3c12	-12.8	-4.6	0.4	1.0	7.3	13.4	-4.9	-0.6	-3.5	0.2
COc1ccc(OC)c(/C=N/NC(=O)CCCC(=O)Nc2cccc(Br)c2)c1	-7.3	-5.6	6.7	2.2	1.9	10.8	-237.5	3.1	i	-248.5
O=C(Nc1ccccc1C(=O)N1CCOCC1)C1CC(=O)N(C2CCCC2)C1 (configuration not stated)	13.2	2.4	-0.3	17.9	0.9	2.7	1.1	0.1	-1.0	4.1
COc1ccc(NC(=O)C2CCC(CNc3c(N4CCOCC4)c(=O)c3=O)CC2)cc1Cl (configuration not stated)	4.7	-0.8	0.3	7.5	-8.8	-2.6	-7.5	0.4	-15.3	0.7
C=CCc1c(C)nc(-c2ccccc2)nc1N/N=C/c1ccncc1	16.8	0.3	0.6	9.2	-1.3	0.0	-0.9	-1.3	-6.0	1.3
NC(=O)c1cccc(-c2coc3c(C(=O)NC4CCCCC4)cccc23)c1	6.7	-1.3	0.4	3.7	-7.4	-6.3	-2.1	-7.4	-0.3	-2.7
Nc1c(Cl)c(Cl)nc(C(=O)OCC(=O)NCc2ccccc2)c1Cl	1.6	2.4	0.6	-7.3	-9.5	-1.8	-0.6	-0.9	-13.8	-6.2
COc1cc(C(c2c(C)[nH][nH]c2=O)c2c(C)[nH][nH]c2=O)cc(OC)c1OC	-3.9	5.7	0.6	2.2	9.8	3.9	-2.6	-0.5	-6.9	1.9
